# TDP2 inh: human TDP2 enzyme inhibitors, primary screen, biochemical, epi absorbance, recombinant enzyme | inhibition, % at 12.8 µM | 0.34% of 370,000 active | T5PNP hydrolysis, p-nitrophenol absorbance 415 nm | Tyrosyl-DNA phosphodiesterase 2 (Homo sapiens), O95551 | AID 720702, 2013;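 active = inhibition above the mean of all tested compounds plus 3 SD, set per campaign, cut at about 25% in these data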;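 note: 0% = DMSO with enzyme and 100% = buffer with substrate but no TDP2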
# Target sequence (O95551 whole entry, looked up): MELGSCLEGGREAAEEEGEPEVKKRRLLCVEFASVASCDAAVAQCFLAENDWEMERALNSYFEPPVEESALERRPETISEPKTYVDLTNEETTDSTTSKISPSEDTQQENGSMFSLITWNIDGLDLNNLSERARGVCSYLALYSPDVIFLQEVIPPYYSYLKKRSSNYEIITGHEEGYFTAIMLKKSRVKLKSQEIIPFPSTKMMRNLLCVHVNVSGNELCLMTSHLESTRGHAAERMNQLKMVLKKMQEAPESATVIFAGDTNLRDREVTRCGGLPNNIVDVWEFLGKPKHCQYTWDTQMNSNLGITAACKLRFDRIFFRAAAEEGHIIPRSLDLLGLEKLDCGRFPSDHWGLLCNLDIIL
#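 System – recombinant human TDP2 · Quantity – TDP2 enzyme at 120 nM final · Doses – single concentration, 12.8 µM nominal, with 1% DMSO · Incubation – 2 h at 37 °C · Measured by – epi absorbance of p-nitrophenol freed from T5PNP by hydrolysis · Read-out – % inhibition relative to enzyme-containing and enzyme-free wells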
# Tn7 DDE FP: inhibitors of Tn7 peptide binding to fibrin DD(E), primary screen, biochemical, fluorescence polarization, human fibrin, Tn7 probe. 0.13% of 370,000 active. FP displacement of FITC-Tn7 peptide from fibrin DD(E); 0% = median of compound wells per plate. inhibition, % at 8.3 µM. AID 720508, 2013;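 active = inhibition above the mean of compounds falling within the control limits plus 3 SD of them, cut at about 14% in these data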;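 note: 0% = plate median of compound wells and 100% = 10 µM Aha-Tn7 peptide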
#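 System: human fibrin DD(E); quantity: Fibrin-DD(E) at 2 µM final; also added: fluorescent Tn7 probe at 0.1 µM; compound dosing: single nominal test concentration of 8.3 µM per compound; schedule: 10 min preincubation, 3 h with tracer, room temperature; detection: fluorescence polarization of the labelled Tn7 tracer; repeats: one replicate per compound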
# LEDGF integ inh: blockers of LEDGF/p75-dependent integrase strand transfer – biochemical, TR-FRET, high throughput, primary screen; inhibition, % at 3.7 µM; TR-FRET IN-LEDGF/p75 DNA integration, Eu/Cy5; AID 743269, 2014; 0.64% of 370,000 active;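 active = inhibition above the screen-wide mean plus 3 SD, cut at about 13% in these data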;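 note: signal is the Cy5 over europium emission ratio at 671 and 618 nm; 0% = plate median of compound wells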
# Tn6 DDE FP: inhibitors of Tn6 peptide binding to fibrin DD(E), primary screen, biochemical, fluorescence polarization, human fibrin, Tn6 probe. inhibition, % at 8.3 µM. AID 720509, 2013. Fibrin DD(E) TRITC-Tn6 fluorescence polarization displacement. 0.21% of 370,000 active. Fibrinogen beta chain (Homo sapiens), P02675;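 active = inhibition above a per-campaign cutoff: mean of compounds within control limits plus 3 SD, cut at about 15% in these data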;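 note: 0% = median of all compound wells on the plate and 100% = blocking peptide control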
# ASAP1 GAP inh: inhibitors of human ASAP1 ArfGAP activity, primary screen, biochemical, fluorescence polarization; ASAP1-stimulated ARF1 GTP hydrolysis, GDP FP detection; inhibition, % at 16.5 µM; 0.19% of 360,000 active; AID 624377, 2012; in the data active = inhibition above about 25%;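 note: 0% = vehicle with enzyme and substrate and 100% = no enzyme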
# Target sequence (Q9ULH1 325-724 limits assumed): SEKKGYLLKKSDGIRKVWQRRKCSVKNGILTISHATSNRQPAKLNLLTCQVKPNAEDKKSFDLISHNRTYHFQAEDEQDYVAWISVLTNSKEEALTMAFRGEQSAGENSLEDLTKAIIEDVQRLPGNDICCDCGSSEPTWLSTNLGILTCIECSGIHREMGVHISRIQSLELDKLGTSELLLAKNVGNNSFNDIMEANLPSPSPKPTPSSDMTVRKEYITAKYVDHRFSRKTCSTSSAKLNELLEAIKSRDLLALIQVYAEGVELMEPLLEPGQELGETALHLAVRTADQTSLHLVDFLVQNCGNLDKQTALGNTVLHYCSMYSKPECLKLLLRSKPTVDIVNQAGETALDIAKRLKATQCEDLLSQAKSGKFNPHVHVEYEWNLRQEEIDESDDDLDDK
# KLK7 zymogen act: proKLK7 zymogen activators, primary screen, biochemical, fluorescence intensity; purified proKLK7, EDANS-DABCYL substrate fluorescence; 100% is mature enzyme control, 0% vehicle; activation, % at 7 µM; 0.9% of 370,000 active; AID 652039, 2013;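 active = activation above the mean of all tested compounds plus 3 SD, computed per campaign excluding outliers beyond control limits, cut at about 13% in these data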
# ARFGAP1 inhibitor: inhibitors of rat ARFGAP1 GAP activity, primary screen, biochemical, fluorescence polarization, GDP tracer; ADP-ribosylation factor GTPase-activating protein 1 (Rattus norvegicus), Q62848; Arfgap1-stimulated ARF1 GTP hydrolysis, GDP FP detection; inhibition, % at 16.5 µM; 0.26% of 360,000 active; AID 651572, 2012;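 active = inhibition above a per-plate limit, mean inhibition of low control wells plus 3 SD, cut at about 25% in these data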;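 note: 0% = DMSO wells with enzyme and 100% = wells lacking Arfgap1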
# Target sequence (Q62848 1-136 limits assumed): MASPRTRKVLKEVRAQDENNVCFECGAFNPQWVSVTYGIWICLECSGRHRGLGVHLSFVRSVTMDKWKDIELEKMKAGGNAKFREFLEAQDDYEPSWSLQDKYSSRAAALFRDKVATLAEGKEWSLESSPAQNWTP
#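 system = rat Arfgap1 catalytic domain, aa 1-136 | technique = FP, GDP Alexa 633 tracer displaced from anti-GDP antibody, 620/688 nm | compound = one concentration, 16.5 µM, DMSO 1.26% | medium = HEPES-based buffer, pH 7.5 | timing = compound-enzyme preincubation 20 min, reaction 120 min, detection 60 min, 25 °C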
# PLC-gamma1 inh: PLC-gamma1 enzyme inhibitors, primary screen, biochemical, fluorescence, purified enzyme | 1-phosphatidylinositol 4,5-bisphosphate phosphodiesterase gamma-1 (Homo sapiens), P19174 | fluorogenic substrate | inhibition, % at 12.2 µM | 0.84% of 370,000 active; in the data active = inhibition above about 9.5%
# ADAM10 inh: human ADAM10 inhibitors, primary screen, biochemical, QFRET, HTS. inhibition, % at 7 µM. AID 720582, 2013. 0.62% of 370,000 active. recombinant ADAM10, EDANS/DABCYL FRET peptide cleavage, 3 h;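 active = inhibition above a per-campaign cutoff equal to the mean of compounds falling between control-based bounds plus 3 SD, cut at about 20% in these data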;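 note: 0% = DMSO wells while the 100% control is not disclosed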
# ADAM17 inh: ADAM17 inhibitors, primary screen, biochemical, QFRET | Disintegrin and metalloproteinase domain-containing protein 17 (Homo sapiens), P78536 | recombinant ADAM17, EDANS/DABCYL FRET peptide cleavage | inhibition, % at 6.95 µM | 0.83% of 370,000 active | AID 720648, 2013;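 active = inhibition above the mean of compounds lying between control limits plus 3 SD, set per campaign, cut at about 8.5% in these data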;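 note: 0% = DMSO-only wells as the low control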
# Numbers without * were called inactive.
# Order of results – TDP2 inh	Tn7 DDE FP	LEDGF integ inh	Tn6 DDE FP	ASAP1 GAP inh	KLK7 zymogen act	ARFGAP1 inhibitor	PLC-gamma1 inh	ADAM10 inh	ADAM17 inh
- Cc1nn(C)c(C(=O)N2CCN(C(=O)c3ccco3)CC2)c1Br
 : 1	3	1	2	-3	0.4	2	1	-4	0
- Cc1nn(-c2ccccc2)c(Oc2ccc(F)cc2)c1/C=N/n1cnnc1
 : 6	4	2	7	6	-0.8	1	-3	-7	-5
- COc1cc(NC(=O)COC(=O)C2CC(O)CN2S(=O)(=O)c2ccc(Cl)cc2)c(C)cc1[N+](=O)[O-] (configuration not stated)
 : 6	3	7	2	-20	0.0	2	2	4	3
- O=C(COC(=O)c1ccccn1)Nc1cccnc1Cl
 : -8	-4	0	5	-3	0.1	-3	-4	-8	5
- C[C@H](CO)N1C[C@H](C)[C@@H](CN(C)S(=O)(=O)c2cccs2)Oc2ccc(NS(=O)(=O)c3cn(C)cn3)cc2C1=O
 : 3	-10	-1	2	-6	0.3	3	0	-3	-2
- N#CNC(=Nc1cccc(Cl)c1)Oc1ccccc1
 : 8	1	-5	1	7	0.5	9	1	2	-3
- COc1cc2c(cc1OC)C(c1ccccc1C(F)(F)F)CC(=O)N2 (configuration not stated)
 : -12	-10	2	-1	-9	-0.3	4	2	11	3
- COc1ccc(/C=N/NC(=O)c2[nH]c3ccc(C)cc3c2-c2ccccc2)c(C(=O)O)c1OC
 : 0	3	0	4	-9	-0.4	-3	-69	-12	-10
- O=c1oc2ccccc2c(O)c1Sc1ccc(Cl)cc1
 : 3	-6	5	-10	-3	0.2	11	-18	-25	-14
- Cc1ccc(NC(=O)COC(=O)CCc2c(C)nc3ncnn3c2C)cc1
 : -2	-4	4	2	3	0.3	-6	9	5	2

# Gathered by group, those above containing an aryl methoxy group (3)
# Order of results – TDP2 inh	Tn7 DDE FP	LEDGF integ inh	Tn6 DDE FP	ASAP1 GAP inh	KLK7 zymogen act	ARFGAP1 inhibitor	PLC-gamma1 inh	ADAM10 inh	ADAM17 inh
- COc1cc(NC(=O)COC(=O)C2CC(O)CN2S(=O)(=O)c2ccc(Cl)cc2)c(C)cc1[N+](=O)[O-] (configuration not stated)
 : 6	3	7	2	-20	0.0	2	2	4	3
- COc1cc2c(cc1OC)C(c1ccccc1C(F)(F)F)CC(=O)N2 (configuration not stated)
 : -12	-10	2	-1	-9	-0.3	4	2	11	3
- COc1ccc(/C=N/NC(=O)c2[nH]c3ccc(C)cc3c2-c2ccccc2)c(C(=O)O)c1OC
 : 0	3	0	4	-9	-0.4	-3	-69	-12	-10

# Back to the main list, starting 4 compounds before the break.
# Order of results – TDP2 inh	Tn7 DDE FP	LEDGF integ inh	Tn6 DDE FP	ASAP1 GAP inh	KLK7 zymogen act	ARFGAP1 inhibitor	PLC-gamma1 inh	ADAM10 inh	ADAM17 inh
- COc1cc2c(cc1OC)C(c1ccccc1C(F)(F)F)CC(=O)N2 (configuration not stated)
 : -12	-10	2	-1	-9	-0.3	4	2	11	3
- COc1ccc(/C=N/NC(=O)c2[nH]c3ccc(C)cc3c2-c2ccccc2)c(C(=O)O)c1OC
 : 0	3	0	4	-9	-0.4	-3	-69	-12	-10
- O=c1oc2ccccc2c(O)c1Sc1ccc(Cl)cc1
 : 3	-6	5	-10	-3	0.2	11	-18	-25	-14
- Cc1ccc(NC(=O)COC(=O)CCc2c(C)nc3ncnn3c2C)cc1
 : -2	-4	4	2	3	0.3	-6	9	5	2
- CC(C)OCCCNc1ncc2c(n1)CC(c1cccs1)CC2=O (configuration not stated)
 : -6	3	2	5	0	0.2	-2	-4	-1	-6
- Oc1cccc(/C=N/Nc2cccc3cccnc23)c1
 : 2	2	-5	-2	-9	1.0	5	-14	0	-7
- Cn1c(=O)[nH]c(=O)c2c1ncn2CCN1CCCCC1
 : 4	-11	-1	-3	1	-0.1	12	1	1	-4
- CN(C)C(CNc1ncnc2sc3c(c12)CCCCC3)c1ccco1 (configuration not stated)
 : 5	-6	0	-4	-12	0.0	-2	0	-2	-5
- CCn1c(O)c(/C=C2\C=Nc3ccccc32)sc1=Nc1ccc(C)cc1
 : -6	-9	1	-5	-12	0.3	6	2	2	0
- Cc1cc(C)c2[nH]c(=O)c(CN(CC3CCCO3)C(=S)Nc3ccccc3)cc2c1 (configuration not stated)
 : -15	5	2	1	-6	0.7	-1	-1	-21	-3
- COCCC(=O)N1CCC(C(=O)Nc2ccc(Oc3ccccc3)nc2)CC1
 : -13	-2	0	2	-3	-0.3	9	2	-6	1
- OCCC1CN(Cc2ccc(C(F)(F)F)cc2)CCN1Cc1ccccc1 (configuration not stated)
 : -1	-7	5	-3	3	1.0	-1	4	2	1
- CCCCC(=O)Nc1ccc2c(c1)OCCO2
 : -1	1	-1	-1	-4	0.2	16	3	-3	-2
- Cc1cc2c(ccc3[nH]onc32)n1
 : 2	-6	0	2	7	0.6	-12	-16	9	1

# New compounds follow:
# Letters: A = TDP2 inh; B = Tn7 DDE FP; C = LEDGF integ inh; D = Tn6 DDE FP; E = ASAP1 GAP inh; F = KLK7 zymogen act; G = ARFGAP1 inhibitor; H = PLC-gamma1 inh; I = ADAM10 inh; J = ADAM17 inh
C=CCOC(=O)C(C(=O)Cc1ccccc1)c1ccccc1 (configuration not stated)
  A: 1; B: 5; C: -3; D: -2; E: 0; F: -0.1; G: 15; H: 0; I: -15; J: 1
O=C1NC[C@H](CCCCN2CCN(CCc3ccccc3)C(=O)C2=O)N(CCC2CCCCC2)C1=O
  A: -1; B: 3; C: 0; D: 1; E: 3; F: -0.1; G: -8; H: 1; I: -10; J: -4
CC(=O)N1c2ccc(S(=O)(=O)N3CCCCC3)cc2CC1C (configuration not stated)
  A: 4; B: -7; C: 1; D: -6; E: -4; F: -0.1; G: 18; H: 1; I: -7; J: 0
CCN(CC)S(=O)(=O)c1ccc(N2CCCCC2)c(C(=O)Nc2ccccc2N2CCOCC2)c1
  A: 1; B: -5; C: 0; D: 0; E: 5; F: 0.4; G: 5; H: 2; I: -4; J: 0
Cc1ccc(C2C3=C(CCCC3=O)N=C3c4ccccc4C(=O)C32)cc1 (configuration not stated)
  A: 5; B: 2; C: 7; D: -4; E: 0; F: -0.4; G: -5; H: 7; I: 2; J: 2
Cc1ccc(NC2=C(CC(=O)O)C(c3ccccc3)N(c3ccc(C)cc3)C2=O)cc1 (configuration not stated)
  A: 8; B: 0; C: 0; D: 3; E: -9; F: 0.2; G: 0; H: -7; I: -5; J: 0
CCN(CC)C(=O)C1=C(C)N(Cc2ccc(F)cc2)C(=O)C(CC(=O)NCC2CCCCC2)C1 (configuration not stated)
  A: 2; B: 4; C: 0; D: -1; E: 2; F: 0.0; G: -7; H: 0; I: 1; J: -3
Cc1oc(-c2ccccc2F)nc1CS(=O)(=O)CC(=O)N1CCCCCC1
  A: 3; B: 1; C: 1; D: 6; E: 8; F: 0.8; G: -9; H: 0; I: -8; J: -5
N#CCCn1nc(Cc2cccc3ccccc23)c(C#N)c1N
  A: 11; B: -7; C: -1; D: 2; E: 8; F: -0.3; G: 2; H: -1; I: 0; J: -3
Cc1onc(-c2ccccc2Cl)c1C(=O)N1CCC(Cc2ccccc2)CC1
  A: -14; B: -1; C: 1; D: -2; E: 2; F: -0.6; G: -3; H: 5; I: 5; J: -3
COc1cccc(C=Nc2cc(C)cc(C)c2)c1O
  A: 1; B: 0; C: 0; D: -12; E: 12; F: -0.3; G: 16; H: 0; I: 1; J: 3
CC(C)CC(=O)Nc1cccc(-c2csc(-c3ccccc3)n2)c1
  A: -16; B: 3; C: -1; D: -7; E: 5; F: -0.3; G: -2; H: -1; I: 12; J: 8
O=C(Nc1ccc([N+](=O)[O-])cc1)C(Cc1ccccc1)N1C(=O)c2cccc3cccc(c23)C1=O (configuration not stated)
  A: 4; B: 0; C: 3; D: 3; E: -2; F: -0.8; G: -8; H: -4; I: -1; J: 0
CCOC(=O)c1c(NC(=O)CCS(=O)(=O)c2ccccc2)sc2c1CC(C)(C)NC2(C)C
  A: -5; B: 3; C: -1; D: 9; E: -1; F: 0.4; G: 2; H: -2; I: -5; J: 0
CCC/C=N/NC(=O)c1cccc(Br)c1
  A: -7; B: 4; C: -1; D: -2; E: -1; F: -0.4; G: -6; H: -4; I: 1; J: 0
CN1CCN(c2ccc([N+](=O)[O-])cc2S(=O)(=O)N2CCOCC2)CC1
  A: 8; B: 6; C: 0; D: -3; E: -7; F: -0.3; G: -9; H: 0; I: 4; J: 0
O=C(c1ccc(F)cc1F)N1CCN(c2n[nH]c(=O)[nH]c2=O)CC1
  A: 1; B: -1; C: 3; D: 2; E: 2; F: -0.1; G: -1; H: 3; I: 8; J: 1
Cc1[nH]c(=S)sc1Cc1ccc(F)cc1
  A: 10; B: -3; C: 2; D: -3; E: -11; F: -0.1; G: 2; H: -1; I: 3; J: 1
CCOC(=O)C(=O)Nc1sc(C(=O)N2CCOCC2)c(C)c1C#N
  A: -18; B: 2; C: 6; D: 2; E: 4; F: 0.6; G: -6; H: 6; I: 0; J: 3
COc1ccccc1C(=O)NCC(=O)OC(C)C(=O)NC1CCCCC1C (configuration not stated)
  A: -7; B: -6; C: 4; D: 2; E: 9; F: 0.0; G: -4; H: 3; I: 4; J: -2

# From PubChem BioAssay
